PriA SSB inh – inhibitors of Klebsiella pneumoniae PriA binding to SSB C-terminal tail. inhibition, % at 33 µM. 0.6% of 430,000 active. AID 1272365. AlphaScreen SSBct-PriA binding, biotinylated peptide; in the data active means inhibition mostly above about 37%, no sharp cut-off; inactive means mostly below about 20%;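 further: plate controls were negative control peptide for no effect and reference peptide for full effect; strong numbers were not always called active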
Mtb UGM inh – Mtb UDP-galactopyranose mutase inhibition | P9WIQ1 | 0.06% of 320,000 active | purified UGM, fluorescence polarization probe displacement | AID 504406 | inhibition, % at 10 µM; in the data active means inhibition above about 10%, passing the limit was not always enough
Target sequence (P9WIQ1 whole entry, looked up): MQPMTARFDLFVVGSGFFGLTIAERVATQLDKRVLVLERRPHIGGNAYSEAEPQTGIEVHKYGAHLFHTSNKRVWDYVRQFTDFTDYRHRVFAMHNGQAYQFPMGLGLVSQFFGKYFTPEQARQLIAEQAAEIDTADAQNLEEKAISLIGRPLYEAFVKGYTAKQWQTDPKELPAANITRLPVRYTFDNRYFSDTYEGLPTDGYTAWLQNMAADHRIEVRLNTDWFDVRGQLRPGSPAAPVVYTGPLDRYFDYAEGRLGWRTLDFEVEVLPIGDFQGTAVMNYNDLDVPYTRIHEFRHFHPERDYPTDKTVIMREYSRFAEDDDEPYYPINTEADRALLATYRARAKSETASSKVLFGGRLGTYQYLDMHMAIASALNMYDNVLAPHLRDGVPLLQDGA
Mtb BioA inh – BioA (M. tuberculosis) enzyme inhibition; 0.096% of 360,000 active; purified M. tuberculosis BioA enzyme, plate reader; AID 602481; inhibition, % at 9.99 µM; in the data active means inhibition above about 40%
GDH-TPI counter – GDH-TPI coupled enzyme inhibition counter-screen; GDH-TPI coupled enzyme counterscreen, NADH absorbance; inhibition, % at 4.8 µM; 1.2% of 360,000 active; AID 588335; in the data active means inhibition above about 30%;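 further: 0% = DMSO wells and 100% = wells lacking the enzyme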
Rv3671c inh – inhibits the M. tuberculosis serine protease Rv3671c; P9WHR9; inhibition, % at 5.96 µM; 0.048% of 320,000 active; in the data active means inhibition above about 38%;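 further: extracellular domain of Rv3671c used as enzyme; 0% = enzyme with DMSO and 100% = no enzyme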
DUSP3 inh – blocks human VHR1 dual specificity phosphatase; P51452; recombinant VHR phosphatase, pNPP absorbance; inhibition, % at 13.3 µM; 0.52% of 290,000 active; AID 1654; in the data active means inhibition above about 50%; further: some compounds called inactive have numbers as strong as hits
Target sequence (P51452 whole entry, looked up): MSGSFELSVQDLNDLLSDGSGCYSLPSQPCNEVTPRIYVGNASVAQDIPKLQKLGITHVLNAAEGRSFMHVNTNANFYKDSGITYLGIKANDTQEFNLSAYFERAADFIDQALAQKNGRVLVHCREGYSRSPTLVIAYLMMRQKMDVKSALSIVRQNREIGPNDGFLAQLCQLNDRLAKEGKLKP
SARS 3CLpro inh – SARS-CoV 3CLpro protease inhibition. P0C6X7. recombinant SARS-CoV 3CLpro, quenched FRET peptide cleavage. inhibition, % at 6 µM. 0.14% of 290,000 active; in the data active means inhibition above about 12%
FBA Mtb inh – inhibits M. tuberculosis FBA enzyme. AID 588726. inhibition, % at 1 µM. purified M. tuberculosis FBA, fluorescence read-out. 2.3% of 360,000 active. P9WQA3; in the data active means inhibition above about 27%;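 further: 0% = vehicle and 100% = reference inhibitor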
Target sequence (P9WQA3 whole entry, looked up): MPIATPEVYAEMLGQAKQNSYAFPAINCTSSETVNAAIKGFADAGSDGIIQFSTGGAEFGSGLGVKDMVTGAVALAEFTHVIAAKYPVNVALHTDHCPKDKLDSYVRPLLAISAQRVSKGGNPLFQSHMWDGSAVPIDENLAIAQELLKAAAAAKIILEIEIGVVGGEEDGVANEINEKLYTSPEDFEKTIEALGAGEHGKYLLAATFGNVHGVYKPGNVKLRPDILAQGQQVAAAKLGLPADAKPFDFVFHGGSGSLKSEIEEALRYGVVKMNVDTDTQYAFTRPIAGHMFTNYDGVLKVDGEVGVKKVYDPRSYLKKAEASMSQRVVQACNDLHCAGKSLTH
MazEF act – increases E. coli MazEF RNase cleavage of RNA. P0AE70. FAM/BHQ RNA-DNA oligo cleavage fluorescence, 5 h. activation, % at 20 µM. 0.32% of 350,000 active; in the data active means activation above about 50%
Target sequence (P0AE70 whole entry, looked up): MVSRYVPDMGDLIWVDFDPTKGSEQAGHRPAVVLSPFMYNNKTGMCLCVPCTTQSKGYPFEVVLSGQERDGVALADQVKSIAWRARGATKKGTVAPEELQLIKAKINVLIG
Vc quorum ag – induces V. cholerae light production without autoinducers | V. cholerae BH1578 lux reporter, luminescence, 6 h | activation, % at 18.7 µM | 0.16% of 350,000 active; in the data active means activation mostly above about 9.7%, no sharp cut-off; further: not every result past the cut was called active; inactives centre near 0; reference of the scale not given here
* marks the source's active call; other numbers are inactive results; i = inactive; nt = no result given; & = joins results of further samples. Not all compounds are listed; count on the stated rates, not on these rows.

SMILES | PriA SSB inh | Mtb UGM inh | Mtb BioA inh | GDH-TPI counter | Rv3671c inh | DUSP3 inh | SARS 3CLpro inh | FBA Mtb inh | MazEF act | Vc quorum ag
CCNC(=O)C1(C)CCN(C(=O)c2c(F)ccc(C)c2F)C1 (configuration not stated) | nt | nt | -1.0 | 4 | nt | nt | nt | -3 | nt | -0.2
COC(=O)c1sc(NC(=O)C2CCCCC2C(=O)O)c(C(=O)OC)c1C (configuration not stated) | -19 | 0.7 | 1.0 | 7 | 8 | -6 | 2 | 1 | 6 | i
CCSc1nnc(NC(=O)CSc2nccn2-c2cccc(C)c2C)s1 | 14 | -0.8 | nt | nt | -8 | 22 | -2 | nt | 0 | nt
COc1ccc(OC)c(C(=O)c2ccc(C(=O)O)cc2)c1 | -4 | 1.4 | -1.1 | 17 | -8 | -4 | -3 | -1 | 10 | -1.9
C#CCOCCOCCOCCNc1nc(N2CCN(C(=O)[C@H](C(C)C)n3cc(CCO)nn3)CC2)nc(N2CCN(C(=O)[C@H]([C@@H](C)CC)n3cc(CCCN=C(N)N)nn3)CC2)n1 | -7 | 4.8 | 2.1 | 3 | 0 | 1 | -5 | 0 | 1 | i
O=C(CCNS(=O)(=O)c1ccc2c(c1)CCC(=O)N2)Nc1ccc2c(c1)OCCO2 | -6 | -1.4 | 0.1 | 0 | 4 | 12 | -5 | 2 | -4 | nt
CCSc1nc2c(cnn2-c2ccc(C)cc2)c(=O)[nH]1 | -7 | 0.3 | -0.9 | 9 | -15 | -14 | -1 | -2 | 5 | -0.3
O=C(COC(=O)/C=C/c1ccc(OC(F)F)cc1)Nc1ccc(S(=O)(=O)N2CCCC2)cc1 | -3 | -1.2 | 0.3 | 6 | -100 | -7 | 0 | -8 | -2 | -0.3
Cc1cc(NC(=O)COC(=O)C2=COCCO2)c([N+](=O)[O-])cc1C | -1 | -0.4 | nt | 0 | -3 | -9 | 7 | 4 | -2 | -1.1
COCC(=O)Nc1nnc(Cc2ccc(OC)c(OC)c2)s1 | -7 | -2.1 | nt | 5 | -3 | 18 | -1 | -2 | -3 | i
COc1ccc(N(CC(=O)NC(C)c2ccccc2)S(=O)(=O)c2ccc(C)cc2)cc1 (configuration not stated) | -21 | 1.2 | -7.7 | 7 | 4 | 8 | 2 | 6 | 2 | -0.3
CC(OC(=O)c1cccs1)C(=O)NCc1ccc2c(c1)OCO2 (configuration not stated) | 2 | -0.9 | -3.5 | -2 | -9 | 5 | -3 | -1 | -5 | -0.4
O=C(CCN1C(=O)C2C3C=CC(C3)C2C1=O)Nc1c(F)cc(F)cc1Br (configuration not stated) | -18 | 0.7 | -0.4 | 10 | -1 | 17 | -1 | 6 | 4 | -3.6
COc1ccccc1CNC(=O)COC(=O)c1cc([N+](=O)[O-])ccc1N1CCOCC1 | 10 | -1.2 | 0.1 | 4 | 10 | 19 | -3 | -1 | 2 | 0.5
O=C(NCCc1ccccc1)/C(=C\c1ccccc1)NC(=O)c1ccco1 | 5 | -0.8 | 0.2 | 6 | -8 | -2 | 0 | 2 | 5 | nt
CCn1c(SCC(=O)Nc2cccc(C)c2)nc2c(c1=O)SC(C)C2 (configuration not stated) | -7 | 4.5 | 11 | 18 | 0 | 3 | -2 | -1 | 13 | -0.2
CCN(CC)S(=O)(=O)c1ccc2c3c(cccc13)C(=O)S2 | 15&-6 | -1.1 | nt | 24 | 3 | -16 | 2 | 2 | -3 | i
Cn1cnnc1SCC(=O)Nc1ccc(Cl)cn1 | -8 | -0.8 | nt | 5 | 4 | 20 | 1 | 4 | 3 | -0.4
Cc1nc(-c2cccc(NC(=O)c3ccco3)c2)cs1 | -13 | 1.8 | 1.8 | 2 | nt | -15 | -4 | 1 | -2 | -0.5
COc1ccc(O)c(C(=O)c2cnn(C(=O)c3cccc(S(=O)(=O)N4CCOCC4)c3)c2)c1 | 1 | -0.1 | nt | 2 | 2 | 4 | -1 | 3 | -4 | -0.2
Cc1cc(Cl)ccc1-n1c(-c2cccnc2)n[nH]c1=S | -12 | -1.5 | nt | 16 | -2 | 9 | 2 | 4 | 0 | 0.0
COc1cccc(CNc2nccs2)c1O | 1 | 0.7 | -2.9 | 1 | -3 | 22 | -4 | -1 | 6 | i
CCN1C(=O)/C(=C/c2cn(-c3ccccc3)nc2-c2cccnc2)SC1=S | 2 | nt | -2.0 | 4 | nt | nt | nt | -3 | -790 | i
CCOC(=O)c1c(C)[nH]c(C(=O)CN2CC(C)OC(C)C2)c1C (configuration not stated) | -6 | 4.5 | 1.0 | 11 | 1 | 11 | -3 | 3 | 2 | -7.1

13 consecutive records out of the list so far:
SMILES | PriA SSB inh | Mtb UGM inh | Mtb BioA inh | GDH-TPI counter | Rv3671c inh | DUSP3 inh | SARS 3CLpro inh | FBA Mtb inh | MazEF act | Vc quorum ag
COc1ccc(OC)c(C(=O)c2ccc(C(=O)O)cc2)c1 | -4 | 1.4 | -1.1 | 17 | -8 | -4 | -3 | -1 | 10 | -1.9
C#CCOCCOCCOCCNc1nc(N2CCN(C(=O)[C@H](C(C)C)n3cc(CCO)nn3)CC2)nc(N2CCN(C(=O)[C@H]([C@@H](C)CC)n3cc(CCCN=C(N)N)nn3)CC2)n1 | -7 | 4.8 | 2.1 | 3 | 0 | 1 | -5 | 0 | 1 | i
O=C(CCNS(=O)(=O)c1ccc2c(c1)CCC(=O)N2)Nc1ccc2c(c1)OCCO2 | -6 | -1.4 | 0.1 | 0 | 4 | 12 | -5 | 2 | -4 | nt
CCSc1nc2c(cnn2-c2ccc(C)cc2)c(=O)[nH]1 | -7 | 0.3 | -0.9 | 9 | -15 | -14 | -1 | -2 | 5 | -0.3
O=C(COC(=O)/C=C/c1ccc(OC(F)F)cc1)Nc1ccc(S(=O)(=O)N2CCCC2)cc1 | -3 | -1.2 | 0.3 | 6 | -100 | -7 | 0 | -8 | -2 | -0.3
Cc1cc(NC(=O)COC(=O)C2=COCCO2)c([N+](=O)[O-])cc1C | -1 | -0.4 | nt | 0 | -3 | -9 | 7 | 4 | -2 | -1.1
COCC(=O)Nc1nnc(Cc2ccc(OC)c(OC)c2)s1 | -7 | -2.1 | nt | 5 | -3 | 18 | -1 | -2 | -3 | i
COc1ccc(N(CC(=O)NC(C)c2ccccc2)S(=O)(=O)c2ccc(C)cc2)cc1 (configuration not stated) | -21 | 1.2 | -7.7 | 7 | 4 | 8 | 2 | 6 | 2 | -0.3
CC(OC(=O)c1cccs1)C(=O)NCc1ccc2c(c1)OCO2 (configuration not stated) | 2 | -0.9 | -3.5 | -2 | -9 | 5 | -3 | -1 | -5 | -0.4
O=C(CCN1C(=O)C2C3C=CC(C3)C2C1=O)Nc1c(F)cc(F)cc1Br (configuration not stated) | -18 | 0.7 | -0.4 | 10 | -1 | 17 | -1 | 6 | 4 | -3.6
COc1ccccc1CNC(=O)COC(=O)c1cc([N+](=O)[O-])ccc1N1CCOCC1 | 10 | -1.2 | 0.1 | 4 | 10 | 19 | -3 | -1 | 2 | 0.5
O=C(NCCc1ccccc1)/C(=C\c1ccccc1)NC(=O)c1ccco1 | 5 | -0.8 | 0.2 | 6 | -8 | -2 | 0 | 2 | 5 | nt
CCn1c(SCC(=O)Nc2cccc(C)c2)nc2c(c1=O)SC(C)C2 (configuration not stated) | -7 | 4.5 | 11 | 18 | 0 | 3 | -2 | -1 | 13 | -0.2

The list goes on.
SMILES | PriA SSB inh | Mtb UGM inh | Mtb BioA inh | GDH-TPI counter | Rv3671c inh | DUSP3 inh | SARS 3CLpro inh | FBA Mtb inh | MazEF act | Vc quorum ag
CC(=O)C(Sc1ncnc2c1nnn2-c1ccc(F)cc1)C(=O)N(C)C (configuration not stated) | -5 | -0.6 | nt | nt | -7 | 2 | 1 | nt | -1 | nt
CCCCN1C(=O)c2ccc(C(=O)Nc3cccnc3)cc2C1=O | -2 | -0.8 | 82* | 4 | -5 | -2 | -2 | 0 | -2 | i
N#Cc1c(SCC(=O)Nc2nccs2)nc2c(c1-c1ccco1)CCCC2 | -14 | -0.9 | 0.1 | 8 | -3 | -1 | 4 | -1 | -2 | -0.7
O=C1/C(=C/c2cccs2)SC(=S)N1CCCC(=O)N(CCO)c1ccccc1 | 5 | 0.3 | -0.9 | 11 | -9 | 34 | 6 | 0 | -7 | 1.6
Cc1ccc(N(CC(=O)NC(C)(C)C)C(=O)CS(=O)CC(=O)Nc2ccc(F)cc2)cc1 (configuration not stated) | -1 | 3.4 | nt | -2 | -5 | 11 | 2 | 5 | 0 | i
COC(=O)C(C)Oc1ccc2c(c1)O/C(=C\c1cccc(Br)c1)C2=O (configuration not stated) | -3 | 0.9 | -0.6 | 6 | 1 | 21 | 1 | 2 | -7 | i
Cc1nc2ccccc2n1CC(=O)N/N=C\C=C\c1ccccc1 | nt | 1.4 | 2.3 | 19 | 1 | -3 | 2 | -7 | 3 | i
C=CCn1c(C(C)NC(=O)CC)nc2ccccc21 (configuration not stated) | -7 | 1.1 | -0.4 | 12 | -5 | -11 | -4 | 4 | 7 | 1.5
COC(=O)C1=C(C)OC(N)=C(C#N)C1c1cc2cccc(C)c2nc1Cl (configuration not stated) | nt | -2.1 | nt | nt | 0 | 1 | -2 | nt | nt | nt
CC1(C)C(C=C(Cl)Cl)C1C(=O)Nc1ccc([N+](=O)[O-])cc1 (configuration not stated) | -9 | -1.2 | nt | nt | -40 | 2 | 0 | nt | 11 | nt
S=c1[nH]nc2c3c4c(sc3ncn12)CCCC4 | 5 | 1.5 | nt | -4 | -7 | -10 | 3 | 1 | -5 | 0.5
COc1ccc(NC(=O)CN2C(=O)CC(C)(C)S(=O)(=O)c3ccccc32)cc1 | 6 | -0.7 | -1.1 | -4 | 14 | -12 | -3 | 5 | 6 | 0.5
CCNC(=O)c1cccc(NC(=O)CN2C(=O)NC3(CCCCC3)C2=O)c1 | 8 | nt | -1.0 | 1 | nt | nt | nt | -1 | -2 | 0.3
O=C(NC(CSC(=O)c1ccccc1)C(=O)O)OCc1ccccc1 (configuration not stated) | -15 | nt | nt | -7 | nt | nt | nt | -1 | 6 | -0.8
CCCOc1ccc(CN2CCOCC2)cc1OC | -1 | -6.1 | -0.8 | 5 | 11 | 5 | -1 | -5 | 5 | -0.4
CC(C)S(=O)(=O)C1=NSC2=NC(=O)/C(=C\c3ccc(-c4cccc(C(=O)O)c4)o3)C(=N)N21 | -4 | nt | nt | 10 | nt | -20 | 1 | -28 | -37 | -0.4
C=CCn1c(SCC(=O)N(CCO)CCO)nc2sc3c(c2c1=O)CCC3 | -14 | -2.3 | 6.8 | 12 | -1 | 12 | -2 | 2 | 7 | 0.1
COc1cccc(C2NC(=O)CCC2[N+](=O)[O-])c1 (configuration not stated) | 0 | 0.3 | -0.3 | 4 | -10 | -7 | 2 | 0 | 2 | -0.6
COc1ccc(/C=C/C(=O)NC(=S)Nc2ccccn2)cc1 | 38* | -0.2 | -0.1 | 16 | 0 | 2 | 6 | 4 | -32 | 1.2
Cc1ccc(C)c(NC(=O)COC(=O)c2c(-c3ccccc3)noc2C)c1 | nt | nt | -2.6 | 5 | nt | nt | nt | 2 | -1 | 1.3
C[C@H]1CN([C@@H](C)CO)C(=O)c2cc(NC(=O)c3ccncc3)ccc2O[C@H]1CN(C)Cc1ccc(C(=O)O)cc1 | -1 | -1.8 | -2.3&-0.1 | 0 | -2 | nt | nt | -1 | 7 | -0.5
CCCNC(=O)C(Cc1ccccc1C)NC(=O)c1ccc(C(F)(F)F)cc1 (configuration not stated) | 9 | -0.5 | -1.3 | -6 | -3 | nt | nt | -2 | -1 | -1.4
CN(Cc1ccccc1)C(=O)c1[nH]cnc1C(=O)NCC(=O)OC(C)(C)C | -8 | 2.1 | 9.0 | -1 | 6 | 9 | -2 | 0 | 5 | i
CC(C)CC(NS(=O)(=O)c1ccccc1)C(=O)O (configuration not stated) | -11 | -0.3 | nt | -5 | 2 | 6 | -3 | 1 | 5 | -0.7
COCCNC(=O)C(c1ccc(C)o1)N(CC1CCCO1)C(=O)Cn1nnc2ccccc21 (configuration not stated) | -22 | -1.1 | 2.0 | 0 | -4 | 21 | -7 | 0 | 3 | 4.6
CCOC(=O)C1CN(S(C)(=O)=O)c2cc(CC(=O)OC)ccc2O1 (configuration not stated) | -2 | -2.5 | nt | 4 | 2 | -14 | 1 | -1 | 15 | i

Screening data as filed in PubChem BioAssay.
